High-throughput results as filed in PubChem BioAssay.
ERG Ets-DNA blk – qHTS for Small Molecule Inhibitors of the ERG Ets/DNA interaction. Transcriptional regulator ERG (Homo sapiens), P11308. fluorescence polarization, His-ERG Ets domain / labelled DNA. Potency, µM (top dose mostly 76.9 µM), without a hit: at the top dose FP activity, negative = inhibition, actives largely listed as inhibitors. actives 0.028% (n = 370,000); active = well fitted inhibition curve with a large enough effect in the polarisation, with a control signal flat; inconclusive = small, poorly fitted or top-dose-only effect, or effect the other way, or a change in a side signal; inactive = no such curve, though single readings can be large or run the other way; the % refers to the polarisation;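 also: polarization taken with two DNA probes labelled with fluorescein and Texas red; % of control where 0% means no effect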
Target sequence (P11308 whole entry, looked up, the tested form may be a part): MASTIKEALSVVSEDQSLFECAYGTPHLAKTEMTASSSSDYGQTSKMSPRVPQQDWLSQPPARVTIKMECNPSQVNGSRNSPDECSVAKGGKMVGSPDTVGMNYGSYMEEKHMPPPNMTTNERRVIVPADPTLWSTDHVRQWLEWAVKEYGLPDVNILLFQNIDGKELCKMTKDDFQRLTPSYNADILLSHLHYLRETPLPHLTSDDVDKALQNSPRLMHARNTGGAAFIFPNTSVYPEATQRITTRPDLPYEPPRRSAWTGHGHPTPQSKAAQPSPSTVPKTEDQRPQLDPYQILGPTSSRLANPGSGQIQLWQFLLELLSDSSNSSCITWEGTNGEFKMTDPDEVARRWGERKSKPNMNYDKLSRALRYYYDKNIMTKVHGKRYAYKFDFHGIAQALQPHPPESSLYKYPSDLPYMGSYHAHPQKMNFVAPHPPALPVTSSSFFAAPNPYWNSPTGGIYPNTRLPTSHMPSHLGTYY
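His-tagged ERG Ets domain (1 uM in the protein solution; 300mM KCl, 50mM Tris-HCl, 1mM EDTA, 1mM DTT, pH 7.5) received compound, then a probe mix of 5 nM fluorescein-DNA and 100nM Texas-615-DNA. Fluorescence polarization was read for both dyes.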
Pin1 inhibitor – qHTS Assay to Find Inhibitors of Pin1 | Potency, µM (series often up to 115 µM), for inactives: top-dose activity, negative = inhibition, most hits filed as inhibitors | actives 0.009% (n = 390,000) | Pin1 FP peptide displacement, HiFluor488, 10 min | AID 504891, 2011; active = well fitted inhibition curve with a large enough effect in the polarisation, with a control signal flat, not every such curve was filed as active; inconclusive = small, poorly fitted or top-dose-only effect, or effect the other way, or a change in a side signal; inactive = no such curve, though single readings can be large or run the other way; the % refers to the polarisation; also: % is scaled to controls: 0 for no effect and ±100 for the full control effect
Target sequence (Q13526 whole entry, looked up): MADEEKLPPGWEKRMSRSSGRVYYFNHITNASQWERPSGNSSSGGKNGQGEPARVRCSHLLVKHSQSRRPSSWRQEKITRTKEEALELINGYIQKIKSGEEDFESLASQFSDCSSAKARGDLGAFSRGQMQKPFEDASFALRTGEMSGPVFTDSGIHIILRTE
RGS4 inhibitor – Inhibitors of Regulator of G Protein Signaling (RGS) 4: qHTS; Regulator of G-protein signaling 4 (Homo sapiens), P49798; Transcreener GDP fluorescence polarization, RGS4-accelerated GTP hydrolysis; Potency, µM (series often up to 114 µM), without a hit: at the highest dose activity change, negative = inhibition, usual class: inhibitors; actives 0.039% (n = 390,000); AID 504845, 2011; also: % is scaled to controls: 0 for no effect and ±100 for the full control effect; nearly all actives have a fitted effect of over 75% in size; some results filed as inactive show a strong effect at the top dose
Target sequence (P49798 whole entry, looked up): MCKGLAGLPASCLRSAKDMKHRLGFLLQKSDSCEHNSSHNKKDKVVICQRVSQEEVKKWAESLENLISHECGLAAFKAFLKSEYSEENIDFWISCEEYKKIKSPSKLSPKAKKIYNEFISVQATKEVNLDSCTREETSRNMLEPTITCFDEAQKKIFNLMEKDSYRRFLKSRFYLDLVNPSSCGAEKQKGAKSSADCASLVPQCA
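MLSMR compounds (23 nl, pin-transferred) preincubated 10 min at room temperature with a 500nM (2x) first reagent, then RGS4 at 900nM (2x) plus Transcreener GDP mix added; fluorescence polarization (620/688 nm) read before and after 90 min at 30 °C.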
Tb PGK inh – qHTS Assay to Find Inhibitors of Phosphoglycerate Kinase. PGK/GAPDH coupled, Kinase-Glo luminescence, 60 min. actives 0.043% (n = 380,000). Potency, µM (top dose mostly 57.5 µM), for inactives: at the highest dose activity change, negative = inhibition, usual class: inhibitors; also: % is scaled to controls: 0 for no effect and ±100 for the full control effect; nearly all actives have a fitted effect of over 60% in size
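Luminescent ATP detection (Kinase-Glo Plus) follows a 60-minute room-temperature incubation, with wells lacking PGK as controls. Buffer: 100 mM TEA (pH 7.6), 5 mM MgCl2, 0.01% Tween-20. Coupling enzyme GAPDH (100 nM final) supplies unstable 1,3-BPG in-well.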
JMJD2A Tudor – qHTS Assay for Inhibitors of JMJD2A-Tudor Domain; Lysine-specific demethylase 4A (Homo sapiens), O75164; actives 4.4% (n = 390,000); AlphaScreen JMJD2A-Tudor / H3K4me3 peptide binding; AID 504339, 2011; Potency, µM (highest dose often 114 µM), for inactives: at the highest dose activity change, negative = inhibition, actives largely listed as inhibitors; also: % is scaled to controls: 0 for no effect and ±100 for the full control effect; nearly all actives have a fitted effect of over 50% in size
GLS inhibitor – qHTS for Inhibitors of Glutaminase (GLS); GLS enzymatic activity, qHTS titration; Glutaminase kidney isoform, mitochondrial (Homo sapiens), O94925; AID 624170, 2012; actives 0.21% (n = 410,000); Potency, µM (doses to about 45.5 µM), inactives show at the highest dose activity change, negative = inhibition, most hits filed as inhibitors; also: % is scaled to controls: 0 for no effect and ±100 for the full control effect
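Enzyme dispensed in phosphate buffer (45 mM, pH 8.2, 0.02% Tween-20), compounds pinned in, then 1 mM L-glutamine solution and the glutamate oxidase–HRP–Amplex Red mix added; fluorescence read immediately and again after 30 min at room temperature.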
HP1b binding inh – HTS for Inhibitors of HP1-beta Chromodomain Interactions with Methylated Histone Tails; Potency, µM (top dose mostly 114 µM), for inactives: at the top dose activity change, negative = inhibition, hits mostly inhibitors; AlphaScreen HP1-beta / biotin-H3K9me3 peptide binding; Chromobox protein homolog 1 (Homo sapiens), P83916; actives 0.56% (n = 390,000); also: nearly all actives have a fitted effect of over 70% in size; inactives centre near 23
Target sequence (P83916 whole entry, looked up): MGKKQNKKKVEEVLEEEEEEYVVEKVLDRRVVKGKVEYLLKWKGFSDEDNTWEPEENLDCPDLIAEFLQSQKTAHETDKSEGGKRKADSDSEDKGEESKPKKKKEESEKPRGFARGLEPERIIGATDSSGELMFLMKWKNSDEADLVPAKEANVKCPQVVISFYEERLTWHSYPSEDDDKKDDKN
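AlphaScreen: HP1-beta (50 nM) preformed 30 min with biotin-H3(1-18)K9me3 peptide (50 nM) in PBS pH 7.4, 0.01% Tween-20. Compound added for 30 min at RT, then streptavidin donor/nickel chelate acceptor beads (10 ug/mL) for 30 min.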
TrxR1 inh – qHTS Assay for Inhibitors of Mammalian Selenoprotein Thioredoxin Reductase 1 (TrxR1): qHTS | Thioredoxin reductase 1, cytoplasmic (Rattus norvegicus), O89049 | recombinant rTrxR1, NADPH fluorescence consumption, selenite substrate | Potency, µM (series often up to 114 µM), for the others: at the top dose activity change, negative = inhibition, actives largely listed as inhibitors | actives 1% (n = 390,000) | AID 588453, 2011; also: % is scaled to controls: 0 for no effect and ±100 for the full control effect; nearly all actives have a fitted effect of over 65% in size
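Rat TrxR1 (90 nM in the dispensed reagent) was pre-reduced with 400 uM NADPH for 5 min at room temperature, then incubated with compound for 15 min. After 400 uM selenite was added, NADPH fluorescence (Ex 340/Em 450 nm) was followed for 8 min.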
12-LOX inh – Primary qHTS assay for inhibitors of human arachidonate 12S-lipoxygenase (ALOX12): Round 2. Polyunsaturated fatty acid lipoxygenase ALOX12 (Homo sapiens), P18054. purified 12hLO, xylenol orange hydroperoxide absorbance. Potency, µM (highest dose often 108 µM), inactives show at the highest dose activity change, negative = inhibition, usual class: inhibitors. actives 1.1% (n = 580,000). AID 1671190, 2021; also: % is scaled to controls: 0 for no effect and ±100 for the full control effect
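Purified human 12hLO at 150 nM in 25 mM Hepes, 0.01% Triton X-100, pH 7.0, preincubated 15 min at room temperature with compound. Reaction started with 40 uM arachidonic acid, 30 min at room temperature. Hydroperoxide measured by Fe-xylenol orange, 573/405 nm absorbance ratio.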
Numbers without * were called inactive; i = inactive; ? = inconclusive; nt = not tested or not shown; & = joins results of further samples; [ ] = another dose, or the depositor's remark. Unless noted, calls follow the shape of the dose curve; as a rule, active = well fitted curve in the direction sought with a large enough effect; inconclusive = small, poorly fitted or top-dose-only effect, or another doubt; inactive = no such curve, though single readings can be large; an effect the other way counts as inactive or inconclusive. Potency is read from the fitted curve at half-maximal effect. The list is partial; rates above refer to the full screens.

Results follow in this order: ERG Ets-DNA blk	Pin1 inhibitor	RGS4 inhibitor	Tb PGK inh	JMJD2A Tudor	GLS inhibitor	HP1b binding inh	TrxR1 inh	12-LOX inh
CC12CC(NC(=O)N1Cc1ccccc1)c1ccccc1O2 (stereo not given)
→ 4.5%	-10.4%	7.1%	-8.0%	-22.4%	-4.5%	11.1%	-0.6%	-3.1%
CCOC(=O)Cc1csc(NC(=O)CCCC(=O)O)n1
→ 11.0%	0.9%	-8.7%	i	11.6%	-1.3%	26.6%	8.9%[57.1 µM]	68.3%[activator]
O=C(c1ccc2c(c1)C(=O)N(Cc1ccco1)C2O)N1CCOCC1 (stereo not given)
→ -13.0%	-7.3%	-12.7%	-0.7%	-9.0%	-1.0%	53.8%[activator]	-21.8%	0.6%
O=C(O)/C=C/C(=O)Nc1ccccc1-c1ccccc1NC(=O)/C=C/C(=O)O
→ -5.7%	-11.4%	-47.6%	-12.3%	79.4µM*	77.7%[activator]	33.4%	?	-14.4%
O=S(=O)(Nc1ccc(Br)cc1)N1CCOCC1
→ -12.0%	4.7%	18.7%	i	-3.8%	0.3%	35.9%	0.6%	6.8%
COc1ccccc1C(=O)NCc1ccc2c(c1)CCN2C(=O)c1ccncc1
→ -14.0%	-0.1%	3.1%	i	-20.7%	-7.6%	3.2%	-4.1%[57.1 µM]	-16.2%
Nn1c(Cc2cccc3ccccc23)nnc1SCc1ccccc1Cl
→ 5.6%	-0.3%	-11.5%	15.1%	3.9%[57.1 µM]	4.0%	35.7%	14.3%	-16.5%
CCC(C)(C)NC(=O)C1CCN(c2nc(C)cc(C)n2)CC1
→ -4.0%	0.8%	40.8%	-7.4%	0.0%	-0.4%	9.6%	8.2%	19.1%
Cc1cc(C)nc(NC2=NCC(=O)N2c2ccc(F)c(Cl)c2)n1
→ 0.7%	0.5%	-17.6%	i	?	2.5%	26.4%	12.3%	-1.8%&-13.7%
O=S(=O)(NCc1cc(-c2ccc(Cl)cc2)no1)c1ccc(Cl)cc1
→ -0.9%	-2.9%	9.7%	-6.1%	-12.2%	3.2%	18.4%	7.2%[57.1 µM]	0.0%
C[C@]12CCC(=O)C=C1CC[C@@H]1[C@@H]2[C@@H](O)C[C@@]2(C)[C@H]1CC[C@]2(O)C(=O)CO
→ -2.7%&6.2%	-0.3%&-6.6%	-12.6%[56.9 µM]	7.6%&2.0%	-7.2%&-8.6%	4.8%&2.6%	24.7%&29.3%	-2.2%[57.1 µM]	-7.2%
COc1cc(C(C)=O)ccc1OCC(=O)Nc1cc(S(=O)(=O)N2CCOCC2)ccc1N1CCCC1
→ 10.3%	7.4%	-7.9%	-0.7%	-2.4%	21.2%	69.7%[activator]	-2.7%	-6.2%
CCN1C(=O)[C@H]2[C@@H](c3ccc(-c4ccccc4)cc3)N[C@@](C)(C(=O)OC)[C@H]2C1=O
→ 10.6%	2.0%	-4.7%	-9.0%	-26.4%	8.1%	37.7%	2.9%	-16.5%
CCOc1ccc(CCNC(=O)CN2C(=O)NC3(CCCC3)C2=O)cc1OCC
→ 2.1%	-1.5%	16.4%	-6.9%	-9.6%	1.4%	29.2%	37.0%[activator]	-12.5%
N=c1c2c(ncn1CCN1CCOCC1)Oc1ccc3ccccc3c1C2c1ccccc1 (stereo not given)
→ -8.7%	-9.1%&0.9%	26.5%	-8.1%	-18.4%&5.3%	nt	24.9%	-5.1%	0.0%

Record cards, as listed above.
Record of N=c1c2c(ncn1CCN1CCOCC1)Oc1ccc3ccccc3c1C2c1ccccc1 (stereo not given) : ERG Ets-DNA blk = -8.7%; Pin1 inhibitor = -9.1%&0.9%; RGS4 inhibitor = 26.5%; Tb PGK inh = -8.1%; JMJD2A Tudor = -18.4%&5.3%; GLS inhibitor = nt; HP1b binding inh = 24.9%; TrxR1 inh = -5.1%; 12-LOX inh = 0.0%
Record of CCOC(=O)Cc1csc(NC(=O)CCCC(=O)O)n1 : ERG Ets-DNA blk = 11.0%; Pin1 inhibitor = 0.9%; RGS4 inhibitor = -8.7%; Tb PGK inh = i; JMJD2A Tudor = 11.6%; GLS inhibitor = -1.3%; HP1b binding inh = 26.6%; TrxR1 inh = 8.9%[57.1 µM]; 12-LOX inh = 68.3%[activator]

Next compounds
Results follow in this order: ERG Ets-DNA blk	Pin1 inhibitor	RGS4 inhibitor	Tb PGK inh	JMJD2A Tudor	GLS inhibitor	HP1b binding inh	TrxR1 inh	12-LOX inh
CCc1ccc(NC(=O)Cn2nnc(C(=O)Nc3ccc(F)cc3)c2N)cc1
→ 2.9%	2.7%	5.2%	-9.1%	-2.9%	2.9%	42.7%	23.8%	-19.8%
OCCC1CN(Cc2cn[nH]c2C2CCCCC2)CCN1C1CCCC1 (stereo not given)
→ 5.5%	-1.2%	3.9%	-3.7%	-11.0%	5.2%	28.2%	4.8%	5.1%
CC(C)c1ccccc1OCCNS(C)(=O)=O
→ 3.3%	0.0%	-16.8%	-2.2%	-4.2%	-2.8%	24.7%	2.1%[2.29 µM]	2.3%
COc1cc(NC(=O)c2cc(C)on2)cc(C(=O)Nc2cccc(C(F)(F)F)c2)c1
→ -3.3%	-3.1%	-0.8%	-9.3%&-5.9%	-13.2%	0.6%&-5.7%	30.6%	40.7%[activator]	-13.6%&2.9%
CCOC(=O)c1ccc(NC(=O)Nc2ccccn2)cc1
→ -4.5%	10.5%	2.4%	-0.7%	0.7%	13.5%	21.3%	2.3%[57.1 µM]	0.1%
O=C(Nc1ccc(S(=O)(=O)N2CCOCC2)cc1)c1ccc([N+](=O)[O-])cc1Cl
→ -0.4%	2.1%	26.3%	0.8%	-20.3%	-2.4%	12.2%	17.2%	19.5%
COc1cc(NC(=S)NCc2ccco2)c(OC)cc1Cl
→ 8.6%	4.1%	-9.6%	-7.3%	-4.2%	-4.4%	21.6%	3.1%	-16.0%
CCCNc1ccc(-c2nc(-c3ccccn3)no2)cc1[N+](=O)[O-]
→ -2.9%	-0.8%	-3.4%	-12.2%	4.3%	?	30.3%	23.8%	-27.6%
COc1ccc2[nH]c(=O)c(CN(Cc3cccs3)S(=O)(=O)c3cccc4nsnc34)cc2c1
→ ?	-4.3%	3.3%	-10.6%	-28.2%	6.6%	10.6%	6.7%[11.4 µM]	12.2%
O=C(NNc1nc(-c2ccccc2)cs1)c1cccs1
→ 2.2%	2.6%	-26.6%	-1.2%	-26.6%	17.2%	22.2%	8.3%	-9.3%
COc1ccc(Cn2c(=O)c3cccnc3n(CC(=O)Nc3c(C)cc(C)cc3C)c2=O)cc1
→ 1.0%	-6.3%	0.9%	i	1.8%	-2.8%	36.4%	29.0%	-23.2%
C=CCN1C(C(=O)c2ccccc2)=C(OC(=O)COc2ccccc2)c2ccccc2S1(=O)=O
→ 5.5%	10.1%	-3.1%	i	20µM*	20.4%	-0.9%	-34.6%	-12.7%
CCCN1Cc2cccc(C(N)=O)c2C1=O
→ -1.5%	-1.8%	-1.0%	1.7%	17.2%	11.8%	19.1%	8.2%[57.1 µM]	-1.1%
CC(=O)c1cccc(NC(=O)N2CCCC2C(=O)NC2CCCCC2)c1 (stereo not given)
→ 1.8%	4.1%	-4.1%	i	-5.4%	7.3%	28.4%	-7.4%	42.8%[activator]
CCCCCn1c(CNC(=O)CC)nc2ccccc21
→ 7.8%	-4.1%	-23.4%	i	-18.1%	-1.7%	28.6%	6.6%[57.1 µM]	41.3%
O=C(CCN1N=C(c2ccccc2)CCC1=O)NCC1COc2ccccc2O1 (stereo not given)
→ -4.2%	-3.3%	30.1%	-6.8%	3.2%	-1.2%	40.1%[activator]	20.8%	36.5%[activator]
O=C(COc1ccccc1)N=C1SC2CS(=O)(=O)CC2N1CCc1ccccc1 (stereo not given)
→ -5.8%	-1.1%	-10.2%	-6.2%	-0.8%	-0.6%	31.6%	21.4%	18.4%
C=CCOc1ccccc1CNc1ccccc1C
→ 2.9%	-1.7%	-21.7%	i	-26.0%	-1.3%	42.8%[activator]	-29.1%	-9.5%
O=C(Nn1cnnc1)c1cc(-c2ccccn2)nc2ccccc12
→ -0.5%	1.5%	20.5%	-25.2%	-12.5%	9.2%	35.4%	-3.5%	85.5%[activator]
COCCOC(=O)C1=C(C)NC2=C(C(=O)CC(C)(C)C2)C1c1ccc2c(c1)OCO2 (stereo not given)
→ nt	4.6%	-8.2%	-9.9%	-16.0%	-16.4%	36.8%	8.9%	-4.5%
CC(=O)Nc1ccc(NC(=O)C2CC(=O)N(c3cccc(Cl)c3)C2)cc1 (stereo not given)
→ 3.0%	-0.5%	-0.8%	9.8%	-14.3%	-17.4%	33.3%[activator]	8.9%	-14.4%
S=C(Nc1ccccc1)Nc1ccc2ccccc2c1
→ 9.9%	-0.7%	-32.4%	-0.8%	-29.7%	-4.0%	-22.9%[57 µM]	19.6%[2.29 µM]	?
